# NR2F2 inh: blocks human COUP-TFII nuclear receptor; HEK293T NGFI-A luciferase reporter, luminescence; inhibition, % at 8.6 µM; 0.7% of 370,000 active; AID 686940;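 active means inhibition above a per-plate cutoff, mean inhibition of test wells between control levels plus 3 SD, cut at about 38% in these data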;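 further: cells cotransfected with COUP-TFII expression vector driving the NGFI-A reporter; 0% = median of COUP-TF2 test wells and 100% = reporter-only cells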
# Shn3 3UTR inh: reduces Shn3 3'UTR luciferase signal in osteoblasts; Clone20 osteoblast Shn3 3'UTR firefly luciferase, 24 h; inhibition, % at 12.5 µM; 0.52% of 360,000 active; AID 588674;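 active means mean inhibition of at least 75% with every replicate also reaching 75%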;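 further: 0% = median of neutral control wells and 100% = pilot-screen positive control compound; some compounds past the cut are filed as inactive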
# NCOA1 inh: human NCOA1 inhibition; Q15788; HEK293 GAL4-SRC1 luciferase reporter, luminescence; inhibition, % at 3.6 µM; 0.12% of 360,000 active; AID 588354;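 active means inhibition above the campaign mean plus 3 SD, with each screening campaign given its own cutoff, cut at about 60% in these data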;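 further: 0% = DMSO treated cells and 100% = gossypol at 36 µM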
# Target sequence (Q15788 whole entry, looked up, the tested form may be a part): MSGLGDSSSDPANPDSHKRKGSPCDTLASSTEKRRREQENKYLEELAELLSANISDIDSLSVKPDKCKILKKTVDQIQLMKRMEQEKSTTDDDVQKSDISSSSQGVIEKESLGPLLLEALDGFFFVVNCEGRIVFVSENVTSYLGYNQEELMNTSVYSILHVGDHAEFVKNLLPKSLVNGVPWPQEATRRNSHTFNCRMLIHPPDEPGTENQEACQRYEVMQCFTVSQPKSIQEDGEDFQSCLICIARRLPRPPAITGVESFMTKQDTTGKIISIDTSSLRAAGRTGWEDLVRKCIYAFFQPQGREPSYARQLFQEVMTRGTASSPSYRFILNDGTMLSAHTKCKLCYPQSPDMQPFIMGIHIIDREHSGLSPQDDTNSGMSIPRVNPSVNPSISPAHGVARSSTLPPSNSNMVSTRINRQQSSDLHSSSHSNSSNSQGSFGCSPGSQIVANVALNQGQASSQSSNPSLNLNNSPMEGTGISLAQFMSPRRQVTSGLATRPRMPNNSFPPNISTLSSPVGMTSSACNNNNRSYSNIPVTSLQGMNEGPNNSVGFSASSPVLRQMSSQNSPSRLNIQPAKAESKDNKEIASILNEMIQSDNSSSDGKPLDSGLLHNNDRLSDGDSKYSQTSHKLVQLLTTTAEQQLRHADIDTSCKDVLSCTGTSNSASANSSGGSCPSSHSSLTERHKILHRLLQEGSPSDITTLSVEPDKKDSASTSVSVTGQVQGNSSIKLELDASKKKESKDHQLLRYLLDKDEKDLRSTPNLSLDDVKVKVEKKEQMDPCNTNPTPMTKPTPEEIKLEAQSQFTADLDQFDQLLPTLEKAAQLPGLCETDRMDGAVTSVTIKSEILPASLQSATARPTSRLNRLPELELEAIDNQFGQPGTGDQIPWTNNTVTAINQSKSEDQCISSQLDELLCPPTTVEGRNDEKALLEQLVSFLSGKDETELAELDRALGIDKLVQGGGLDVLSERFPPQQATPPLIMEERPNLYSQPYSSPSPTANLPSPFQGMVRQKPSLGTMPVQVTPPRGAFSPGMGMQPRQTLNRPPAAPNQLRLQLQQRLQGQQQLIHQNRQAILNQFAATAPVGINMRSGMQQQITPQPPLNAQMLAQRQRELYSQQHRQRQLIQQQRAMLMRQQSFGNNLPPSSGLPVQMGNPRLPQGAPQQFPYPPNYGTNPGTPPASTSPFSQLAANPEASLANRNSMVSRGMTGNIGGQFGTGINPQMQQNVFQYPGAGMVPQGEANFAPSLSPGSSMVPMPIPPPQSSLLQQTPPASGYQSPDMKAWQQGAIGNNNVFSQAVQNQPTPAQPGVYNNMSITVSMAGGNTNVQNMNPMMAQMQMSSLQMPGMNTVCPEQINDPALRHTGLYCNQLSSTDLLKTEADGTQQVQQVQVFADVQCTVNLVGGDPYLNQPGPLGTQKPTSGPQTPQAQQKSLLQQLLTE
# TRAIL sens C8: caspase-8 TRAIL sensitization. NB7+C8 cells + TRAIL, ATPlite viability luminescence. inhibition (viability loss, TRAIL sensitization), % at 10 µM. 1% of 360,000 active;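 active means compounds causing at least 50% loss of cell viability in the single-dose screen, relative to plate controls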
# TROY NFkB inh: TROY signaling inhibition; AID 1347056; 0.98% of 360,000 active; Q293 LMP1-TROYcd NF-kB luciferase reporter, 4 h; inhibition, % at 10 µM;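 active means compounds whose plate-normalised and pattern-corrected inhibition of the luciferase reporter signal at the single screening dose is 50% or more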
# LMP1 NFkB inh: inhibitors of Epstein-Barr LMP1-induced NF-kappaB reporter | 0.69% of 350,000 active | AID 504558 | inhibition, % at 12.5 µM | LMP1-induced NF-kappaB luciferase reporter cells, luminescence; in the data active means inhibition above about 41%;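 further: 0% = neutral control wells and 100% = reference inhibitor control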
# NR5A2 inv ag: suppresses constitutive activity of human LRH-1. 0.13% of 360,000 active. HEK293T StAR-luciferase reporter, LRH-1 transfected, 24 h. inhibition, % at 3.6 µM. O00482;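 active means inhibition above the mean inhibition of all tested compounds plus 3 SD, cut at about 73% in these data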;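 further: 0% = DMSO wells and 100% = reporter-only cells lacking LRH-1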
# KKLEB tox: reduces viability of KKLEB cystic fibrosis airway cells; activity change (cytotoxicity), % at 5 µM; AID 602141; KKLEB CF airway cells viability, ATPlite luminescence, overnight; hits give low values; cells stimulated with P. aeruginosa culture filtrate; 0.36% of 360,000 active;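 active means corrected activity change at or below -50% at 5 µM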
# NCOA3 inh: human NCOA3 inhibition | Q9Y6Q9 | HEK293 GAL4-SRC3 luciferase reporter, luminescence | inhibition, % at 3.6 µM | 0.17% of 360,000 active | AID 588352;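 active means inhibition above a per-campaign cutoff, the mean of all compounds plus 3 SD, cut at about 60% in these data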;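 further: 0% = DMSO-treated cells and 100% = gossypol-treated cells at 36 µM; higher means less SRC3-driven luciferase light from the GAL4 reporter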
# TWEAK Fn14 block: TWEAK-Fn14 signaling inhibition; inhibition, % at 10 µM; AID 1159606; TWEAK-stimulated Fn14 reporter cells, luciferase luminescence, 8 h; 2% of 360,000 active; in the data active means inhibition above about 50%
# CF NFkB block: blocks PAF-induced NF-kB reporter in cystic fibrosis cells; KKLEB NF-kB-GFP reporter, GFP fluorescence overnight; inhibition, % at 5 µM; 0.86% of 360,000 active; AID 588850;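 active means at least 50% inhibition at 5 µM, scaled per plate between neutral and stimulator controls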;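 further: PAF is a Pseudomonas aeruginosa culture filtrate used as stimulus; plate controls were PAF-stimulated DMSO wells for no effect and unstimulated DMSO wells for full effect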
# Numbers without * were called inactive; nt = not tested or not shown. These rows are one share of the data (hit frequency here may not be typical).
SMILES,NR2F2 inh,Shn3 3UTR inh,NCOA1 inh,TRAIL sens C8,TROY NFkB inh,LMP1 NFkB inh,NR5A2 inv ag,KKLEB tox,NCOA3 inh,TWEAK Fn14 block,CF NFkB block
COc1ccc(Cn2c(N)c(C(=O)NCc3ccco3)c3nc4ccccc4nc32)cc1,10,5,-7,2,69*,-16,3,-6,-6,43,18
CCCCOc1ccc(CN2CCN(CC)CC2)cc1,-11,-24,-6,-3,-15,-11,-22,-2,-3,-23,-3
O=C1c2ccccc2-c2cc3ccccc3cc21,-30,-28,-44,8,-41,-6,-23,-5,-61,-6,-32
O=C1NC(=O)C(Nc2ccccc2)C(=O)N1,-22,5,4,-3,-6,0,24,5,6,3,0
CCC(C)C(=O)N[C@@H](c1ccccc1)[C@@H](O)C(=O)O[C@H]1C[C@@]2(O)[C@@H](OC(=O)c3ccccc3)C3[C@](C)(C(=O)[C@H](OC(C)=O)C(=C1C)C2(C)C)[C@@H](O)C[C@H]1OC[C@@]31OC(C)=O (stereo partly drawn),14,18,-2,33,1,14,32,-22,3,38,21
O=C(c1cc(S(=O)(=O)N2CCC3(CC2)OCCO3)ccc1F)N1CCC2(CC1)OCCO2,12,17,3,-17,15,1,7,-7,7,5,7
COc1ccc(C(=O)OC2C[C@H]3CC[C@@H](C2)N3O)cc1OC (stereo partly drawn),0,12,-5,-11,-5,2,14,0,-7,-7,-8
Cc1c(C(=O)C(=O)N2CCC3(CC2)OCCO3)c2ccccc2n1C,0,-1,15,0,13,-6,22,-6,15,7,-4
Cc1ccc(OP(N)(=O)Oc2ccc(C)cc2)cc1,-15,5,-10,0,-14,-10,11,-6,7,3,-2
C=C[C@@H]1C2=CCOC(=O)C2=CO[C@H]1O[C@@H]1O[C@H](CO)[C@@H](O)[C@H](O)[C@H]1O,-4,-25,4,0,1,4,-17,-14,-19,10,6
CCC(C)NC(=O)c1c(N)n(Cc2ccc3c(c2)OCO3)c2nc3ccccc3nc12 (stereo not drawn),-5,-8,-12,-7,57*,-5,16,-19,-13,16,18
CN1C2CNC(=O)CC1C1CCC2C1 (stereo not drawn),-13,-12,-7,-8,-1,2,-25,13,-14,2,-8
COc1ccc(C2(C#N)CC[N+](C)(C)CC2)cc1,-14,-5,5,11,10,2,10,2,1,-14,2
COc1ccc(C(O)c2cc(OC)ccc2OP(=O)(N(C)C)N(C)C)cc1 (stereo not drawn),-17,-1,7,-5,0,1,10,-6,2,15,8
C[N+]12CN3CN(CN(C3)C1)C2,0,-9,1,-2,-11,0,11,-19,5,1,5
COc1cc([N+](=O)[O-])c2ncccc2c1[N+](=O)[O-],nt,26,-7,8,8,nt,27,-2,-11,33,28
CC1=C2[C@@H]3OC(=O)[C@H](C)C3CC[C@@]2(C)C=CC1=O (stereo partly drawn),8,-4,-19,-10,20,2,-17,14,8,0,-24
CNC(=O)O/N=C(\N)Cc1csc2ccc(Cl)cc12,-12,-11,8,71*,-32,-7,11,-4,24,-5,-29
CCC(Oc1cc(Cl)ccc1Cl)C(=O)N1CCC2(CC1)OCCO2 (stereo not drawn),2,-21,-7,8,7,6,-4,-2,-2,-11,-6
CN(C=O)CP(=O)(O)CN(C)C=O,-1,2,-16,-15,-9,9,8,2,2,-10,-7
O=[N+]([O-])c1cccc(NP(=O)(N2CC2)N2CC2)c1,-17,-8,-3,-3,-5,7,10,11,-18,5,-24
O=C1NS(=O)c2cc([N+](=O)[O-])cc([N+](=O)[O-])c21 (stereo not drawn),1,-5,-1,9,10,3,12,11,-24,-5,-6
CCCNC(=O)c1c(N)n(CC2CCCO2)c2nc3ccccc3nc12 (stereo not drawn),4,2,8,-4,7,-10,24,9,-2,-2,-8
C=CCn1c(O)c(C(C)=NC2CCN(Cc3ccccc3)CC2)c(=O)[nH]c1=O,-4,2,3,4,10,nt,-17,-5,2,2,-12
COC(=O)C1=C(c2ccc(F)cc2OCc2ccccc2)C[C@@H]2CC[C@H]1N2C(=O)NCc1ccccc1C(F)(F)F,-5,0,4,14,3,-5,18,-10,-12,13,6
Fc1ccc(C(OCCN2CCN(CCCc3ccccc3)CC2)c2ccc(F)cc2)cc1,15,87*,-2,19,-2,30,-11,-25,-1,29,21
O=C(c1cc(Br)ccc1Cl)N1CCC2(CC1)OCCO2,-22,-7,-1,4,-5,-7,3,9,6,10,-4
O=C(c1ccc2nc(-c3ccco3)c(-c3ccco3)nc2c1)N1CCC2(CC1)OCCO2,nt,0,-9,-12,0,6,-7,2,9,-4,-12
Nc1c(C(=O)NCc2ccco2)c2nc3ccccc3nc2n1Cc1ccccc1,17,5,5,5,43,2,-2,1,-4,50*,8
Cc1ccc(C)c(NC(=S)NCCc2cnc[nH]2)c1,1,nt,-4,12,-5,-4,6,2,6,-15,-18
COCc1cc(OC(=O)N(C)C)nc(-c2ccccc2)n1,7,-10,6,7,2,13,16,-1,10,-4,-6
Cc1noc(C)c1CC(=O)N1CCCC(N2CCN(c3ccccc3F)CC2)C1 (stereo not drawn),3,11,-2,-5,5,-6,0,17,-5,-1,-31
CCn1c(O)c(N=Nc2cccc(S(=O)(=O)N3CCOCC3)c2)c(=O)n(CC)c1=S,-12,1,10,5,6,2,-4,4,15,20,14
COc1ccc(CN2Cc3cc(-c4cccc(F)c4)ccc3-n3nncc3C2)cc1,14,-3,0,-6,6,nt,17,12,-13,-37,-8
O=c1[nH]c(=O)n(CCc2ccc(F)cc2)c(O)c1/C=N/N1CCCCC1,15,1,12,-8,13,-5,6,-5,21,-8,3
CCCCNC(=O)CN1C(=O)CN=C(c2ccccc2)c2ccccc21,-23,-10,-13,-6,-8,-13,7,5,4,24,26
N=c1n(CCO)c2ccccc2n1Cc1ccccc1,14,2,15,0,-8,5,2,3,21,-4,10
Cc1cc(=O)oc2c(C)c(OCC(=O)N3C[C@H]4C[C@@H](C3)c3cccc(=O)n3C4)ccc12,-21,-12,5,-8,-9,-25,3,9,4,-4,4
CC(C)(C)c1cc(OC(=O)Cc2ccccc2)ccc1O,6,10,-2,10,-1,-12,22,-9,-7,9,12
CCCOC(=O)c1ccc(-[n+]2c(-c3ccccc3)cc(-c3ccccc3)cc2-c2ccccc2)cc1,55*,52,21,58*,24,32,58,-10,40,62*,29
COC(=O)C1=C(c2cc3ccccc3s2)C[C@@H]2CC[C@H]1N2C(=O)NCc1ccco1,14,9,-4,-8,-12,-1,-5,-3,0,1,19
C=CCN1C(=O)/C(=C/c2ccc(N3CCOCC3)o2)C(=O)NC1=S,22,0,-9,-4,4,3,12,8,2,-16,-3
O=C(C1CCCO1)N1CCC2(CC1)OCCO2 (stereo not drawn),12,-6,0,-3,-11,5,-3,4,10,9,0
CCc1nc2ccccc2c(=O)n1-c1cccc(OC)c1,-3,-24,6,-1,11,-2,-6,-2,10,27,3
CCn1c(O)c(C=NCc2cccs2)c(=O)[nH]c1=O,-14,-15,-23,-7,4,-5,-3,8,20,9,-19
COC1=CC2C3Cc4ccc(OC)c(O)c4C2(CCN3C)CC1=O (stereo not drawn),-6,1,8,1,-10,-9,17,6,33,5,-1
Cn1c(O)c(/C=C2\C=Nc3ccccc32)c(=O)n(C)c1=O,4,8,-4,3,-7,-9,16,0,2,-5,-22
O=C(c1ccccc1F)c1cn(CC(=O)N2CCOCC2)c2ccccc12,8,-6,6,5,14,0,4,-4,4,1,3
CCC(C)n1c(O)c(/C=N/N2CCOCC2)c(=O)[nH]c1=S (stereo not drawn),3,-41,-3,-5,14,-10,0,12,3,4,-12
O=C1C2CCCN2C(c2ccc(Cl)cc2)N1c1ccccn1 (stereo not drawn),9,-17,-6,-4,3,6,3,-5,0,-8,15
O=C1NC(=O)C(=Cc2cc3c(cc2[N+](=O)[O-])OCO3)C(=O)N1,6,0,-9,12,-18,6,-1,5,9,-1,-28
CC(=O)c1cn(CC(=O)NCCc2c[nH]c3ccccc23)c2ccccc12,25,30,15,28,34,9,16,-1,11,20,2
O=C1CC(N2CC2)C(=O)N1c1ccccc1 (stereo not drawn),15,-4,-57,4,-4,2,-3,-6,5,20,-1
COC(=O)C1=C(c2ccc(F)cc2F)C[C@@H]2CC[C@H]1N2C(=O)N1CCCCC1,8,-8,-17,7,-2,-2,-4,-17,-14,3,8
O=C(CCc1nnc2ccc(NCc3ccccc3)nn12)N1CCC2(CC1)OCCO2,-5,-13,-6,1,9,-1,-7,-3,-21,-15,5
COc1ccc(-n2nnnc2C(c2cccs2)N2CCC(n3c(=O)[nH]c4ccccc43)CC2)cc1 (stereo not drawn),7,30,36,-10,31,nt,22,-18,27,31,79*
CN(C)CC1CCCCC1OC(=O)c1ccc(Cl)c(Cl)c1 (stereo not drawn),3,-15,16,-4,7,2,-11,-9,10,-5,9
O=C(c1ccc(Cl)cc1)C1CCCN(Cc2ccc3nonc3c2)C1 (stereo not drawn),-4,-5,-5,5,13,-12,-6,-1,7,-4,9
COc1cc(N2CCOCC2)ccc1/C=C1\C(=O)NC(=O)N(Cc2ccc3c(c2)OCO3)C1=O,15,-10,0,1,19,2,3,-2,16,-2,-2
CC1CCCN(CC(=O)c2ccc(Cl)c(Cl)c2)C1 (stereo not drawn),-1,0,-18,-5,6,1,-9,-14,10,0,26

# (listing goes on)
SMILES,NR2F2 inh,Shn3 3UTR inh,NCOA1 inh,TRAIL sens C8,TROY NFkB inh,LMP1 NFkB inh,NR5A2 inv ag,KKLEB tox,NCOA3 inh,TWEAK Fn14 block,CF NFkB block
NCCc1c(Cc2ccccc2)[nH]c2ccccc12,-3,15,12,4,-23,nt,9,-7,-15,4,-1
CN(C)C(=O)Oc1ccc(NC(=O)N2CCOCC2)cc1,1,-5,-10,2,-4,3,11,-6,-6,10,-9
CC1CCC(NCCc2ccc3c(c2)OCO3)CC1 (stereo not drawn),7,23,10,7,-4,-2,-4,2,0,-6,-6
COc1cc(/C=C2\C[C@H]3[C@@H]4CC=C5C[C@@H](N6CCCC6)CC[C@]5(C)[C@H]4CC[C@]3(C)[C@H]2O)cc(OC)c1OC,5,2,-3,17,18,-3,12,-8,-25,2,13
CCOCC1(CCc2ccccc2)C(=O)NC(=S)NC1=O,7,8,18,-14,-1,-1,12,-9,22,18,11
O=S(=O)(O)C(=Cc1ccccc1)c1ccccc1 (tested in a mixture with another compound),-12,-2,-29,-4,-29,1,-22,-1,-23,-19,6
CCOc1cc2c(cc1OCC)-n1cccc1C(c1ccc(OC)cc1)NC2 (stereo not drawn),-2,21,6,24,10,7,0,0,22,1,9

# One compound at a time, from the list above.
# Record of CN(C)C(=O)Oc1ccc(NC(=O)N2CCOCC2)cc1 → NR2F2 inh: 1; Shn3 3UTR inh: -5; NCOA1 inh: -10; TRAIL sens C8: 2; TROY NFkB inh: -4; LMP1 NFkB inh: 3; NR5A2 inv ag: 11; KKLEB tox: -6; NCOA3 inh: -6; TWEAK Fn14 block: 10; CF NFkB block: -9
# Record of O=S(=O)(O)C(=Cc1ccccc1)c1ccccc1 (tested in a mixture with another compound) → NR2F2 inh: -12; Shn3 3UTR inh: -2; NCOA1 inh: -29; TRAIL sens C8: -4; TROY NFkB inh: -29; LMP1 NFkB inh: 1; NR5A2 inv ag: -22; KKLEB tox: -1; NCOA3 inh: -23; TWEAK Fn14 block: -19; CF NFkB block: 6
